TLR9-MyD88 inh = blocks human TLR9 binding to MyD88; Q9NR96+Q99836; CHO BLA complementation TLR9-MyD88, CCF4 FRET ratio; inhibition, % at 4.98 µM; hit rate 0.21% among 340,000;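 active = inhibition above the mean over all tested compounds plus 3 SD, cut at about 21% in these data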;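 also: 0% = DMSO only wells and 100% = clavulanate BLA inhibitor control wells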
ABHD5 PLIN5 PPI = inhibitors of human ABHD5-perilipin-5 interaction. Split G. princeps luciferase complementation, luminescence, 4 h. inhibition, % at 4 µM. hit rate 0.78% among 360,000. AID 602281. Q00G26+Q8WTS1;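 active = inhibition above the mean inhibition across every tested compound plus 3 SD, cut at about 22% in these data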;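 also: 0% = DMSO only wells and the 100% control is not disclosed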
SRC2 inh = human SRC2 (NCOA2) inhibition; HEK293 GAL4-SRC2 luciferase reporter, luminescence; AID 651957; inhibition, % at 9 µM; hit rate 0.17% among 370,000; Q15596;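 active = inhibition above the mean inhibition of all tested compounds plus 3 SD, set per campaign, cut at about 52% in these data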;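 also: 0% = DMSO treated cells and 100% = cells given Gossypol at 36 µM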
TROY NFkB inh = blocks TROY-dependent signaling in reporter cells; Q293 LMP1-TROYcd NF-kB luciferase reporter, 4 h; inhibition, % at 10 µM; hit rate 0.98% among 360,000;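 active = compounds whose plate-normalised and pattern-corrected inhibition of the luciferase reporter signal at the single screening dose is 50% or more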
NCOA3 inh = inhibitors of human steroid receptor coactivator 3 (SRC3); HEK293 GAL4-SRC3 luciferase reporter, luminescence; inhibition, % at 3.6 µM; Q9Y6Q9; hit rate 0.17% among 360,000;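 active = inhibition above a per-campaign cutoff, the mean of all compounds plus 3 SD, cut at about 60% in these data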;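 also: 0% = DMSO-treated cells and 100% = gossypol-treated cells at 36 µM; higher means less SRC3-driven luciferase light from the GAL4 reporter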
LRH-1 inv ag = NR5A2 inverse agonism in reporter assay; HEK293T StAR-luciferase reporter, LRH-1 transfected, 24 h; AID 602396; hit rate 0.13% among 360,000; inhibition, % at 3.6 µM;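 active = inhibition above the mean inhibition of all tested compounds plus 3 SD, cut at about 73% in these data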;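 also: 0% = DMSO wells and 100% = reporter-only cells lacking LRH-1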
SRC1 inh = inhibits human SRC1 coactivator; Q15788; HEK293 GAL4-SRC1 luciferase reporter, luminescence; inhibition, % at 3.6 µM; hit rate 0.12% among 360,000;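 active = inhibition above the campaign mean plus 3 SD, with each screening campaign given its own cutoff, cut at about 60% in these data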;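 also: 0% = DMSO treated cells and 100% = gossypol at 36 µM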
NOD2 RIPK2 PPI = blocks binding of human NOD2 to RIPK2; hit rate 0.38% among 360,000; inhibition, % at 4.98 µM; CHO BLA complementation NOD2-RIPK2, CCF4 ratio; O43353; in the data active = inhibition above about 21%;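 also: 0% = vehicle only and 100% = reference blocker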
COUP-TFII inh = blocks human COUP-TFII nuclear receptor; inhibition, % at 8.6 µM; HEK293T NGFI-A luciferase reporter, luminescence; hit rate 0.7% among 370,000;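 active = inhibition above a per-plate cutoff, mean inhibition of test wells between control levels plus 3 SD, cut at about 38% in these data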;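 also: cells cotransfected with COUP-TFII expression vector driving the NGFI-A reporter; 0% = median of COUP-TF2 test wells and 100% = reporter-only cells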
TWEAK Fn14 block = blocks TWEAK-Fn14 interaction in a reporter cell assay; TWEAK-stimulated Fn14 reporter cells, luciferase luminescence, 8 h; inhibition, % at 10 µM; hit rate 2% among 360,000; AID 1159606; in the data active = inhibition above about 50%
Granule exo inh = lytic granule exocytosis inhibition; TALL-104 LAMP-1 surface exposure, flow cytometry; cells stimulated with thapsigargin and PMA; inhibition, % at 10 µM; hit rate 0.66% among 360,000;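 active = inhibition above about 55%, limit read from the data; inconclusive = no clear call, values can overlap the other calls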
* = called active by the depositor; ? = inconclusive; . = no result given. The list is partial (hit frequency here may not be typical).

nr	SMILES	TLR9-MyD88 inh	ABHD5 PLIN5 PPI	SRC2 inh	TROY NFkB inh	NCOA3 inh	LRH-1 inv ag	SRC1 inh	NOD2 RIPK2 PPI	COUP-TFII inh	TWEAK Fn14 block	Granule exo inh
1	CC(=O)NC(Cc1cccc(C)c1)C(=O)NC1CCN(C(=O)NCc2ccccc2)CC1 (stereo unspecified)	-2	3	-1	-4	11	-8	6	0	-7	3	-2
2	O=C(O)c1ccc(/C=C(\c2nc3ccccc3[nH]2)c2nc3ccccc3s2)cc1	2	2	-28	-32	-24	-8	-23	1	-25	2	7
3	CN1CCN(S(=O)(=O)c2cccc(C#N)c2)C(c2ccccc2)C1 (stereo unspecified)	0	-6	24	-14	1	-9	-6	-1	-10	-6	-3
4	O=C(c1ccc(F)cc1F)N1CCCC(c2nc(-c3cccs3)no2)C1 (stereo unspecified)	0	-1	-13	-14	-3	-17	-14	0	-13	18	10
5	COCCNc1ncnc2c1ncn2[C@H]1CN(Cc2ccc(OC)cc2)C[C@@H](CO)O1	.	11	-18	-16	-6	-5	7	-14	-4	-16	0
6	COc1ccc(/C=C2/SC(=S)N(Cc3ccccc3)C2=O)cc1O	6	5	-29	-27	-11	10	-5	-4	9	-22	-24
7	O=C(Cc1nn[nH]n1)Nc1ccc(F)cc1F	.	8	19	-17	20	25	-6	-6	17	11	-4
8	O=C(O/N=C\c1ccc(N2CCCCC2)c([N+](=O)[O-])c1)c1cccc(Cl)c1	2	-2	1	12	9	17	-1	3	6	-9	0
9	CCN(c1ccccc1)S(=O)(=O)c1cccc(C(=O)O)c1	1	6	-12	-25	6	-7	12	5	4	19	4
10	CCOC(=O)N(C)c1c(CC)nc2c(OCCC3CCCCC3)cccn12	.	-3	21	12	14	8	-6	11	6	-24	0
11	Cc1ccccc1NS(=O)(=O)c1ccc(S(=O)(=O)N2CCCC2)cc1	-4	-2	2	13	0	19	2	-1	2	17	7
12	CC(OC(=O)c1ccc2ccccc2c1)C(=O)N(C)Cc1ccccc1 (stereo unspecified)	-3	5	-19	-8	-11	8	-4	-5	0	-6	-4
13	Cc1ccc2c(c1)C(c1ccc([N+](=O)[O-])cc1)=NNC(c1ccc(Br)cc1)=N2	-3	-1	-29	-1	-4	-8	6	-13	-19	-12	-4
14	CCC1(c2ccccc2)NC(=O)N(CC(=O)Nc2ccc3c(c2)CCC3)C1=O (stereo unspecified)	-3	1	-2	-15	-15	17	4	-10	16	-22	2
15	COc1cccc(Nc2nnc(SCc3nc4ccccc4s3)s2)c1	8	-7	-41	34	-80	-47	-84	-1	-33	11	-3
16	CC1CCCCN1C(=O)CSc1nnc(-c2cccnc2)o1 (stereo unspecified)	4	3	-14	-29	-7	13	-27	-4	-6	10	-12
17	COc1cc(OC)cc(C(=O)NCCSCc2ccc(Cl)cc2)c1	-4	2	4	17	3	7	12	3	6	0	51
18	O=C(O)CCCC(=O)NCc1c(Cl)cccc1Sc1ccc(Cl)cc1	8	-1	-15	-5	13	-13	-1	5	10	4	-3
19	CC1=C(C(=O)OCc2ccccc2)C(c2ccccc2Br)NC(=O)N1 (stereo unspecified)	3	0	7	28	17	1	15	-9	6	12	-10
20	CCOc1cc(C)c(S(=O)(=O)Nc2ccc(F)cc2)cc1C	5	-12	-2	6	29	9	10	0	11	12	4
21	CCOC(=O)C1(Cc2ccc(OC)cc2)CCN(C(=O)c2cc(C)nn2C)CC1	4	-1	1	-21	-15	5	1	2	17	-14	2
22	CNc1nc(SC)nc(N(C)C#N)n1	-5	3	8	12	15	3	3	-1	-4	-6	-1
23	C#CCN(C(=O)c1ccc(OC2CCN(Cc3ccccn3)CC2)cc1)C1CCCCC1	4	7	10	-18	22	7	4	2	1	-6	6
24	N#CCC(=O)NCCCc1ccccc1	-2	8	-5	-7	1	-21	-5	-10	14	5	-1
25	CCCCSc1nnc([C@@H](NC(=O)OC(C)(C)C)C(C)C)o1	-7	-1	5	24	3	7	13	-6	4	3	-1
26	CC(C)(C)c1cc(CCC(=O)N2CCC2)cc(C(C)(C)C)c1O	-3	1	-4	-52	-22	-25	-33	0	9	-14	2
27	O=C1CCC(C(=O)OCC(=O)c2ccccc2)N1 (stereo unspecified)	6	0	4	10	6	-2	11	2	-5	4	-3
28	CCC(c1nnnn1Cc1ccc2c(c1)OCO2)N1CCN(c2ccc(F)cc2)CC1 (stereo unspecified)	-3	0	5	6	3	-10	-7	9	-2	-2	7
29	CN(C)Cc1c(C(=O)N/N=C/c2ccc(-c3ccccc3)cc2)nnn1-c1nonc1N	-7	3	-38	-7	-30	-3	7	-1	1	10	29
30	C=CCSc1nc2c(c(=O)[nH]1)C(C(C)C)C(C#N)=C(N)O2 (stereo unspecified)	-5	-5	-10	9	11	-11	4	-5	-6	-25	10
31	Cc1ccccc1S(=O)(=O)NC1OC(=O)C(Cl)=C1Cl (stereo unspecified)	-7	13	2	-7	-9	-30	7	-1	1	5	-2
32	CCN(c1ccccc1)S(=O)(=O)c1cccc(C(=O)Nc2ccc(C)cn2)c1	-6	1	9	30	3	-25	6	-1	-9	13	1
33	Cc1cc(C(=O)N2CCC(C(N)=O)CC2)c(C)o1	-5	-5	13	-1	14	0	7	-10	-20	1	-2
34	COc1ccc(S(=O)(=O)N2CCN(C(=O)c3cccs3)CC2)cc1OC	-1	-4	.	-18	16	-3	10	-4	.	-7	1
35	Cc1ccc(C(NC(=O)C2CCN(CCOc3ccccc3)CC2)c2ccccn2)cc1 (stereo unspecified)	.	-5	-22	-2	7	-20	-5	-6	3	10	-7
36	CCn1cc(C(=O)O)c(=O)c2cc(F)c(N3CCN(C(=S)NC(=O)c4cccc(F)c4)CC3)cc21	-2	-1	-2	12	6	5	2	-4	-9	-10	0
37	CCNC(=O)C1(C)CCN(C(=O)c2ccc(OC)cc2OC)C1 (stereo unspecified)	.	1	-14	11	-9	-5	1	-2	-2	0	-6
38	CSc1ccccc1C(=O)Nc1cccc(C)c1	3	-1	2	-47	-4	-7	-15	3	-2	-8	1
39	CC(C)CC(=O)NC(=S)Nc1ccc(N2CCN(C(=O)c3cccs3)CC2)cc1	7	0	-6	5	7	29	19	-2	16	-13	3
40	COc1ccc(CNc2oc(-c3ccccc3)nc2C#N)cc1	-40	4	-27	-37	-4	-21	-17	0	4	-39	-2

The list goes on; it opens with the 2 that closed the last part.
nr	SMILES	TLR9-MyD88 inh	ABHD5 PLIN5 PPI	SRC2 inh	TROY NFkB inh	NCOA3 inh	LRH-1 inv ag	SRC1 inh	NOD2 RIPK2 PPI	COUP-TFII inh	TWEAK Fn14 block	Granule exo inh
39	CC(C)CC(=O)NC(=S)Nc1ccc(N2CCN(C(=O)c3cccs3)CC2)cc1	7	0	-6	5	7	29	19	-2	16	-13	3
40	COc1ccc(CNc2oc(-c3ccccc3)nc2C#N)cc1	-40	4	-27	-37	-4	-21	-17	0	4	-39	-2
41	COc1ccc(C(C(=O)NC2CCCC2)N(C(=O)c2ccco2)c2cc3c(cc2C(C)=O)OCO3)cc1 (stereo unspecified)	10	4	7	-2	5	6	-4	-10	-4	18	6
42	COc1cccc(CN2C(=O)N(C(C)C)C(N(O)C(=O)NC(C)C)C2(C)C)c1OC (stereo unspecified)	-7	-1	-11	0	17	8	-28	-9	-5	-4	-3
43	COc1ccc(S(=O)(=O)N2CCC(C(=O)Nc3cccc(Cl)c3)CC2)cc1OC	-14	-6	6	-13	15	19	4	3	16	21	-1
44	CCc1ccccc1S(=O)(=O)Cc1ccc(C(=O)NCc2cccs2)o1	-1	-4	19	-1	-1	2	-122	-4	3	20	-1
45	Cc1cnc(C(=O)N2CCCC(N3CCN(c4cccc(C(F)(F)F)c4)CC3)C2)cn1 (stereo unspecified)	-7	0	10	8	-25	-10	-8	-8	24	-14	-5
46	Cc1cccc(N(C(=O)c2snc(C(N)=O)c2N)C(C(=O)NC2CCCC2)c2ccc(C)o2)c1 (stereo unspecified)	-14	0	-19	1	12	-7	-21	1	-2	36	2
47	CC(=O)NC(C)(C)C1CC=C(C)/C(=N\O)C1 (stereo unspecified)	-5	2	-16	-14	5	-6	0	3	4	-3	0
48	Cc1ccc(C(=O)NNC(=O)CCC(=O)Nc2cccc(Cl)c2C)cc1	-4	6	8	7	-21	-20	-4	-6	-18	4	?
49	COc1ccc(NC(=O)c2oc3ccccc3c2NC(=O)c2ccco2)c(OC)c1	-2	6	-10	-9	7	-13	1	-7	23	46	10
50	CC(=O)N[C@H]1[C@H]([C@H](O)[C@H](O)CO)O[C@](O)(C(=O)O)C[C@@H]1O	1	-1	-6	-6	11	-8	-8	-12	-5	7	2
51	COc1ccc(C(=O)O)cc1S(=O)(=O)Nc1ccccc1-c1ccccc1	0	-2	-3	7	2	-5	-8	-1	3	3	3
52	CC(C)c1ccc2[nH]c3c(c2c1)CCC/C3=N\NC(=O)c1ccncc1	0	-5	-2	-7	-12	7	-4	-7	-17	-17	10
53	Cc1ccc(OCC(=O)N2CCN(S(=O)(=O)c3ccccc3[N+](=O)[O-])CC2)cc1	3	-1	-8	3	5	-1	-16	4	-12	-13	-7
54	CC(C)(C)c1ccc(C(=O)NNC(=S)NC(=O)c2cccnc2)cc1	-9	-10	13	-21	-18	-20	10	7	-20	2	0
55	CCOC(=O)c1ccccc1NC(=O)Cn1cnc2c(oc3ccccc32)c1=O	-2	-6	-23	-13	-3	-13	-23	-3	-14	-21	-1
56	CN(C(=O)CN1C(=O)CCSc2ccc(S(=O)(=O)N3CCCC3)cc21)c1ccccc1	6	3	-15	8	3	-5	-8	4	4	-1	0
57	COc1ccc(NC(=O)CN2CCC3(O)CCCCC3C2c2cc(OC)ccc2OC)cc1 (stereo unspecified)	-6	4	-7	-4	-3	-4	-7	-1	-4	6	0
58	O=C(CSCc1ccc(F)cc1)N1CCOCC1	2	4	-9	-22	-46	-61	-65	-4	-11	-25	-2
59	CC(=O)NC1C(=O)N=C(SCC(=O)NC2CCCCC2)NC1=O (stereo unspecified)	-6	-3	-22	6	-20	5	-14	-9	0	2	-1
60	O=C(NC1c2ccccc2-c2ccccc21)N1CCOCC1	1	-5	-12	14	32	5	-1	2	13	5	1
61	CCCOc1ccc(-c2nnn(CC(=O)N3CCCCC3)n2)cc1	-4	-5	-47	-2	-1	-13	-5	-5	-5	-4	0
62	COc1ccccc1N1C(=O)c2cccnc2C1=O	-2	-7	-4	0	-40	9	-18	0	-3	4	-2
63	CC(C)C(C(=O)Nc1ccccc1F)N1C(=O)c2ccccc2C1=O (stereo unspecified)	0	4	-4	-31	-7	1	-10	1	14	10	-3
64	Cc1ccc(S(=O)(=O)N2CCC(=O)N(CCO)CC2)cc1	-1	-6	1	-10	0	-7	8	-4	-13	2	8
65	O=C(OCCN=C1NS(=O)(=O)c2ccccc21)c1cccnc1	-3	13	9	-4	-2	4	-5	-14	-14	-5	-3
66	CC1CCCCN1S(=O)(=O)c1ccc(C(=O)N(CCCN(C)C)c2nc3ccc(Br)cc3s2)cc1 (stereo unspecified)	-8	24*	-18	-29	17	13	-4	10	12	-42	24
